Screening data as filed in PubChem BioAssay.
Smad3 inh – Smad3/FoxH1 peptide binding inhibitors, primary screen, biochemical, TR-FRET; 88,000 tested, 0.29% active; Mothers against decapentaplegic homolog 3 (Homo sapiens), P84022; AID 630, 2007; TR-FRET Smad3/Dy647-FoxH1 peptide binding, europium anti-His; inhibition, % at 25 µM;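 active = compounds that reduce the energy-transfer binding signal between the protein and its labelled peptide by more than half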;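 note: 0% = Smad3 plus labelled peptide maximal FRET and 100% = peptide-only background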
ERa coact pot – enhancers of ERα–SRC-1 coactivator binding, primary screen, biochemical, TR-FRET, ERα LBD, low estradiol. Estrogen receptor (Homo sapiens), P03372. coactivator binding (% of control), % at 25.6 µM. 86,000 tested, 1.3% active. TR-FRET ERalpha-LBD/SRC-Cy5 coactivator binding, 2 h; 100 = basal binding, no effect; in the data active = activity above about 200%;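 note: binding measured in presence of low estradiol as agonist stimulus; 0% = peptide alone without receptor and 100% = receptor with peptide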
Target sequence (P03372 whole entry, looked up, the tested form may be a part): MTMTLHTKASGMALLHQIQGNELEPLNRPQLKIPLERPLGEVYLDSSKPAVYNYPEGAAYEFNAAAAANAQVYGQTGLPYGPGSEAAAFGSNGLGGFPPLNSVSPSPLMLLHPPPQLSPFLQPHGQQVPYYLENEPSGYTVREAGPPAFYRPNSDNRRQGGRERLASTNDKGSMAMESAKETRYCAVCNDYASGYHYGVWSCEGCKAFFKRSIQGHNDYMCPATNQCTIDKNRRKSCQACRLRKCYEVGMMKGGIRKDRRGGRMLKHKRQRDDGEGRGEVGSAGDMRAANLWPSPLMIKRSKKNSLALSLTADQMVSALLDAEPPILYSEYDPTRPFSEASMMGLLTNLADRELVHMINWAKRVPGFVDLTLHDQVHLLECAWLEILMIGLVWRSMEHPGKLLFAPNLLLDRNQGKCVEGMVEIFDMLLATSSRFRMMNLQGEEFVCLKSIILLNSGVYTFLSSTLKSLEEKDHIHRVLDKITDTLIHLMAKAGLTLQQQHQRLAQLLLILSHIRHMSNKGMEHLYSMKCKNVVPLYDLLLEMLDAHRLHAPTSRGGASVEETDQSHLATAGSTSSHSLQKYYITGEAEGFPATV
ERa SRC1 inh – ERα–SRC-1 coactivator interaction inhibitors, primary screen, biochemical, TR-FRET, ERα LBD, estradiol-bound. 86,000 tested, 1.7% active. AID 629, 2007. Estrogen receptor (Homo sapiens), P03372. inhibition, % at 25.6 µM. TR-FRET ER-alpha LBD / SRC-1 peptide; in the data active = inhibition above about 50%;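 note: 0% = receptor plus peptide control and 100% = peptide only without receptor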
HUVEC prolif 384 – inhibitors of HUVEC proliferation, primary screen, cell-based, 384-well | 86,000 tested, 1.1% active | viability, % at 10 µM (by protocol) | CellTiter-Glo luminescence, 72 h; stronger effect = lower value;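 active = viability at or below 30%; inactive = viability above 30%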;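 note: 100% = median luminescence of DMSO-only cell control wells on each plate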
MT1-MMP txn act – MT1-MMP promoter reporter activation – cell-based, luciferase luminescence, primary screen | HT1080 MT1-MMP promoter luciferase reporter, overnight; stronger effect = higher value | 86,000 tested, 0.16% active | activation factor at 10 µM;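 active = activation factor of at least 2 for MT1-MMP transcription at 10 µM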
CD11b adhes enh – enhancers of CD11b/CD18 adhesion to fibrinogen, primary screen, K562 cells, luminescence | activation, % at 10 µM | ATPlite luminescence | 93,000 tested, 0.07% active | Integrin beta-2 (Homo sapiens) + Integrin alpha-M (Homo sapiens), P05107+P11215 | AID 1499, 2009;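 active = 10 µM primary screen giving 50% or more activity, confirmed by 40% or more on retest at that dose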; note: strong numbers were not always called active
ERb coact inh – inhibitors of ERβ-SRC1 coactivator interaction, primary screen, biochemical, TR-FRET, ERβ LBD, SRC-1 peptide | Estrogen receptor beta (Homo sapiens), Q92731 | TR-FRET ER-beta LBD / SRC1-Cy5 peptide binding; receptor agonist-loaded with 1 µM estradiol | AID 633, 2007 | inhibition, % at 25.6 µM | 86,000 tested, 1.3% active;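 active = compounds whose percent inhibition of the receptor-coactivator binding signal exceeds about 50% in the single-dose screen, limit read from the data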;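 note: 0% = receptor plus peptide wells without compound and 100% = peptide-only wells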
Target sequence (Q92731 whole entry, looked up, the tested form may be a part): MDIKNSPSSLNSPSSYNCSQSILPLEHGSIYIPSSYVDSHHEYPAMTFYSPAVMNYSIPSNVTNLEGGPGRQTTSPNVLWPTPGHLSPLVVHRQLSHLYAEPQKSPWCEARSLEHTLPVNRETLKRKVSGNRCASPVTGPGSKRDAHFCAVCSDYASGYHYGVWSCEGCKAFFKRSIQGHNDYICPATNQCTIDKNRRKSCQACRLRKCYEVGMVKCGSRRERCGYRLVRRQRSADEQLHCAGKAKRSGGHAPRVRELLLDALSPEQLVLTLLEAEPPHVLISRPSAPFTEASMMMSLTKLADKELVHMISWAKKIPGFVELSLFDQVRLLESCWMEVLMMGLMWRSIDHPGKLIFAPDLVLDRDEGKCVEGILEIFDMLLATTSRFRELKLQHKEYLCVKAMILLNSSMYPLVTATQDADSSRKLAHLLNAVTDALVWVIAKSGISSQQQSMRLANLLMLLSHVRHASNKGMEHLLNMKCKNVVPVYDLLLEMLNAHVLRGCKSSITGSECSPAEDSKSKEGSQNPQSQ
H69AR inhibit – proliferation blockers of H69AR lung cancer cells, primary screen, cell-based, human, 86K library; H69AR lung tumor viability, ATP luminescence, 72 h; stronger effect = lower value; viability, % at 10 µM; 85,000 tested, 6% active; AID 598, 2007;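 active = viability at or below 40%; inactive = viability above 40%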;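 note: multidrug resistant small cell line overexpressing MRP-1 efflux transporter; 100% = mean luminescence of untreated control wells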
Fibroblast inh – antiproliferative effect on LL 47 fibroblasts – human, LL 47 cells, CellTiter-Glo luminescence, primary screen; LL 47 human lung fibroblast viability, ATP luminescence; stronger effect = lower value; viability, % at 10 µM; 85,000 tested, 1.1% active; AID 719, 2007;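 active = viability at or below 50% in the single dose screen; inactive = viability above 50%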;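 note: compound exposure lasted 72 h before the ATP readout; 100% = median luminescence of untreated cell-only wells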
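Benchmarks: Cell-only wells, no compound | Test system: LL 47 human lung fibroblasts, passage 12 or lower | Input: 1,150 cells/well | Measured by: CellTiter-Glo luminescence measuring cellular ATP | Medium: IMEM, 15% FBS supplement | Schedule: Overnight attachment after seeding, then 72 h compound exposure at 37 °C | Doses: Compound addition at 0.1% DMSO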
An asterisk follows results filed as active; / = no result given; [ ] = another dose, or the depositor's remark.

SMILES,Smad3 inh,ERa coact pot,ERa SRC1 inh,HUVEC prolif 384,MT1-MMP txn act,CD11b adhes enh,ERb coact inh,H69AR inhibit,Fibroblast inh
O=C(NCCNCCO)c1c(O)c2cccc3c2n(c1=O)CCC3,4[fluorescence artefact?],80[fluorescence artefact?],28[fluorescence artefact?],80,1.1,0,20[fluorescence artefact?],70,93
COc1cc(CNc2cc(C)ccc2C)cc(OC)c1OC,-7,121,-2,89,1.2,2,-2,62,92
COc1ccc(N(CC(=O)NCC2CCCO2)S(=O)(=O)c2c(C)noc2C)cc1 (centres undefined),-4,95[fluorescence artefact?],-5,90,1.2,/,-1,100,102
O=C(CCN1CCN(c2ccc(Cl)cc2)CC1)Nc1nccs1,9,107,-12,98,1.2,-2,-18,85,94
OCCN(CCO)Cc1ccc(Br)cc1,16,100[fluorescence artefact?],-1,88,1.1,-1,5,98,100
Nc1nc2ccc(-c3nc4ccccc4o3)cc2s1,-4,80,2,32,1.6,/,0[fluorescence artefact?],72,74
O=C(NC1(C(F)(F)F)C(=O)Nc2c1c(=O)[nH]c(=O)n2-c1ccc(F)cc1)c1cccnc1 (centres undefined),11[fluorescence artefact?],117,-1,95,1.1,/,-12,94,102
CCOc1cc(NS(=O)(=O)CC)c(OCC)cc1NC(=O)c1ccco1,-9,120,-6,98,1.2,-1,1,74,110
Cc1cc(C)n2c(=S)[nH]nc2n1,6,74[fluorescence artefact?],-31[fluorescence artefact?],102,1.2,-7,-33,97,98
O=C(Nc1ccc(Cl)cc1C(=O)Nc1ccncc1)c1ccco1,5,87[fluorescence artefact?],4,73,1.1,0,13,36*,70
CC(=O)OC1C(OC(C)=O)N(C(C)=O)C(=O)N1C(C)=O (centres undefined),8,122,-1,104,1.1,1,-8,90,98
OC(COc1ccc2ccccc2c1)Cn1ccnc1 (centres undefined),-4,104,7,92,0.9,-4,-3,83,99
COc1cc(-c2n[nH]c(=O)o2)cc(OC)c1OC,-4,110,-10,90,1,/,-7[fluorescence artefact?],109,122
CCCCC(NC(C)=O)c1nc2ccccc2n1CCCC (centres undefined),0,104,-7,103,1.1,4,2,87,98
CC(=O)COc1ccc2c3c(c(=O)oc2c1C)CCCCC3,8,98,1,78,1.2,4,-2,64,92
CCOC(=O)c1oc2cc(O)ccc2c(=O)c1-c1ccccc1OC,5,112,5,114,1,/,6[fluorescence artefact?],89,99
Cn1nc(-c2ccc(Cl)cc2)c2cc(C(=O)N3CCN(c4ccccn4)CC3)sc21,12,102,-3,63,1.2,5,-9[fluorescence artefact?],55,80
CCN1CCCC1CNC(=O)CSc1cc(=O)n(CC)c2ccccc12 (centres undefined),28[fluorescence artefact?],106[fluorescence artefact?],5,91,1.1,2,2[fluorescence artefact?],94,95
Cc1nc(SCn2nnc3ccccc3c2=O)c2c(C)c(C)sc2n1,11[fluorescence artefact?],98,64*[fluorescence artefact?],92,1,-1,29,101,103
O=C1CC(N(O)C2CC(=O)N(Cc3ccccc3)C2=O)C(=O)N1Cc1ccccc1 (centres undefined),1,101,-7,92,1.1,/,-12,72,98
COc1cccc(C2c3c(-c4cc(Cl)c(C)cc4O)n[nH]c3C(=O)N2Cc2cccnc2)c1 (centres undefined),-2,125,13[fluorescence artefact?],103,1,2,-1,58,99
CC1(C)c2ccccc2N2CC(=O)NC21/C=C/c1ccco1 (centres undefined),-8,102,1,101,1.3,1,2,97,102
CCOc1ccc2nc(COC(=O)c3ccco3)c(C(C)=O)[n+]([O-])c2c1,10,66[fluorescence artefact?],17,85,1.3,4,22[fluorescence artefact?],77,106
Cc1nnc(NC(=O)c2ccc(C)c(S(=O)(=O)N3CCOCC3)c2)s1,-6,127,-6,85,1.1,0,-5,98,98
O=C(CSc1nnc(-c2ccccc2Br)o1)N1CCN(C(=O)c2ccco2)CC1,-5,94,7,100,1.2,-5,6,76,94
CCOc1ccccc1OCCn1ncc2ccc(OC)c(OC)c2c1=O,-5,102,-6,107,1.1,2,1,99,96
COc1ccc(C(=O)Nc2cc(C(F)(F)F)ccc2-n2cncn2)cc1,4[fluorescence artefact?],99,11,86,1.1,3,-6,81,101
Cc1onc(-c2ccccc2Cl)c1C(=O)Nc1ccc(S(=O)(=O)N2CCCC2)cc1,-17,83,7,85,/,-2,25[fluorescence artefact?],87,89
CC(=O)CN1Cc2ccccc2/C1=N\C(=O)Nc1ccccc1,-18,134,7,101,1.3,2,2[fluorescence artefact?],87,99
COc1ccc2[nH]c(C)c(CN3CCC(C)CC3)c(=O)c2c1,17[fluorescence artefact?],106,-5,97,1,-3,-4,90,98

3 compounds already listed, arranged by count of non-hydrogen atoms, rising:
SMILES,Smad3 inh,ERa coact pot,ERa SRC1 inh,HUVEC prolif 384,MT1-MMP txn act,CD11b adhes enh,ERb coact inh,H69AR inhibit,Fibroblast inh
O=C(CCN1CCN(c2ccc(Cl)cc2)CC1)Nc1nccs1,9,107,-12,98,1.2,-2,-18,85,94
Cc1nnc(NC(=O)c2ccc(C)c(S(=O)(=O)N3CCOCC3)c2)s1,-6,127,-6,85,1.1,0,-5,98,98
Cc1onc(-c2ccccc2Cl)c1C(=O)Nc1ccc(S(=O)(=O)N2CCCC2)cc1,-17,83,7,85,/,-2,25[fluorescence artefact?],87,89

Compound profiles, from the list above. Order of values: Smad3 inh | ERa coact pot | ERa SRC1 inh | HUVEC prolif 384 | MT1-MMP txn act | CD11b adhes enh | ERb coact inh | H69AR inhibit | Fibroblast inh
Cc1onc(-c2ccccc2Cl)c1C(=O)Nc1ccc(S(=O)(=O)N2CCCC2)cc1 across the screens: -17 | 83 | 7 | 85 | / | -2 | 25[fluorescence artefact?] | 87 | 89
COc1ccc(C(=O)Nc2cc(C(F)(F)F)ccc2-n2cncn2)cc1 across the screens: 4[fluorescence artefact?] | 99 | 11 | 86 | 1.1 | 3 | -6 | 81 | 101

Further results:
SMILES,Smad3 inh,ERa coact pot,ERa SRC1 inh,HUVEC prolif 384,MT1-MMP txn act,CD11b adhes enh,ERb coact inh,H69AR inhibit,Fibroblast inh
CCc1nnc(NC(=O)CSc2nc3c(c(=O)n2CC)SC(C)C3)s1 (centres undefined),4,104,1,118,0.9,0,0,106,99
CCCn1c(SCC(=O)Nc2c(C)cccc2CC)nnc1C(C)C,-10,102,0,99,1.1,-1,4,92,110
O=C(c1ccccc1C(=O)N1CCN(c2ccccc2)CC1)N1CCN(c2ccccc2)CC1,6,92,-23,100,1,6,-5,101,100
COc1ccc(-c2nnc(SCC(=O)NC(C)c3ccccc3)o2)cc1OC (centres undefined),-10,111,6,98,1.2,2,2,74,100
Cn1c(SCC2CCCO2)nnc1-c1ccncc1 (centres undefined),8[fluorescence artefact?],81[fluorescence artefact?],-1[fluorescence artefact?],104,1.1,1,12,96,101
CC(=O)c1cccc(NS(=O)(=O)c2ccc3c(c2)oc(=O)n3C)c1,-3,91,4,112,1,0,-3,92,104
CCOC(=O)Cc1csc(NC(=O)CSc2nnc(-c3ccc(NS(=O)(=O)CC)cc3)o2)n1,5,87,9,82,1.1,/,1,86,101
Cc1ccc(S(=O)(=O)c2cc3c(=O)n4ccccc4nc3n(Cc3ccco3)c2=N)cc1C,-10,38[fluorescence artefact?],75*[fluorescence artefact?],87,1.1,/,50*[fluorescence artefact?],7.8*,73
O=C(O)COc1c(F)c(F)c(C(F)(F)F)c(F)c1F,7,92[fluorescence artefact?],0[fluorescence artefact?],89,1.1,-3,0,99,99
COC(=O)c1[nH]c2c(c1C)C(=O)CC(c1ccc(C)cc1)C2 (centres undefined),6,129[fluorescence artefact?],8,87,/,31,7,70,93
CC1(C)CC(=O)c2cn3ncnc3nc2C1,28,117,-3,91,1.1,/,-3,92,88
COc1cc(NCCCC(C)N)c2ncccc2c1 (centres undefined),21,4[fluorescence artefact?],70*[fluorescence artefact?],31,1.1,/,90*[fluorescence artefact?],98,100
O=C1CCCc2c1cc(C(=O)Nc1ccc(Br)cn1)c(=O)n2-c1ccccc1,6,74,13,83,1.1,5,15,89,/
COC(=O)C1C(=O)c2c([nH]c(C(=O)OC3CCCCC3)c2C)CC1C (centres undefined),-17,84,14,88,1.3,0,34,75,102
CCOc1ccc(C2NC(=O)C(C#N)=C(S)N2c2ccc(OC)cc2)cc1OC (centres undefined),-7,94,-7,106,1.2,/,-3[fluorescence artefact?],96,97
COC(=O)c1ccc(C2/C(=C(/O)c3ccc(OC)cc3)C(=O)C(=O)N2Cc2ccco2)cc1 (centres undefined),-5,111[fluorescence artefact?],6,92,1,/,8,86,101
CC(C)Cc1nc(NCCN2CCOCC2)c(C#N)c2c1COC(C)(C)C2,3,108,-10,105,1,-1,-8,78,95
CCOC(=O)CCCn1nc(C)n2c(cc3sccc32)c1=O,4,133,-12,108,1.1,/,-1,100,106
COc1ccc(CCNS(=O)(=O)c2ccc(F)cc2)cc1OC,10,113,-8,88,1.2,1,-3,98,99
CC1CC(C)CN(Cc2nc(N)nc(Nc3ccc4ccccc4c3)n2)C1 (centres undefined),-14[fluorescence artefact?],98,-6[fluorescence artefact?],50,0.8,-4,0,12*,64
COc1ccc(NC(=O)C2CCCN(S(=O)(=O)c3cccnc3)C2)cc1 (centres undefined),-10,91,1[fluorescence artefact?],95,1.5,-2,-1,95,111
CC(C)(C)C(=O)Nc1ccccc1C(=O)NCc1ccco1,6,96,-4,84,1.5,-2,-5,94,89
O=C(O)C1CCCN1S(=O)(=O)c1ccc(Br)s1 (centres undefined) (tested in a mixture with another compound),20[fluorescence artefact?],116,-2,106,1,-1,-8,87,92
CC(C)(C)NC(=O)Cc1ccc(S(=O)(=O)N2CCCC2)s1,-3,54[fluorescence artefact?],58*[fluorescence artefact?],100,/,74,40,92,94
CC(CN1CCCCC1)OC(=O)c1cc2ccccc2o1 (centres undefined),6,106,-2,94,1.2,-3,-1,105,94
CCOc1ccc(-c2nc(-c3ccc(OC)cc3)no2)cc1OCC,-4,154[fluorescence artefact?],9[fluorescence artefact?],115,1.2,2,9[fluorescence artefact?],75,102
Cc1ccc(C(=O)CN(C(=O)c2ccc(Cl)c(Cl)c2)N2C(=O)C3CCCCC3C2=O)cc1C (centres undefined),-5,101,-5,117,/,0,1,105,99
CN(C)C(=O)CCc1nc(-c2ccc(C(C)(C)C)cc2)no1,-4,80,-1[fluorescence artefact?],116,0.9,11,1[fluorescence artefact?],66,102
CCC(=O)N1c2ccc(S(=O)(=O)CCC(=O)NCc3cccs3)cc2CC1C (centres undefined),1,107,-1,76,1.1,-5,8,30*,90
Cc1cc(O)c(C=Nc2ccc(Cl)cn2)c(=O)o1,-6,97,0,102,1.2,-7,-2,95,108
COc1ccc2cc(C(=O)Nc3c(C)n(C)n(-c4ccccc4)c3=O)sc(=O)c2c1OC,1,123,-4,105,1.1,/,-7[fluorescence artefact?],95,93
Cc1ccc(S(=O)(=O)Nc2ccc(-c3nnc(SCC#N)n3C)cc2)cc1,11,130,2,102,1,4,-6,94,94

Not all compounds are listed; count on the stated rates, not on these rows.
